PfHsp40 yeast: rescue of PfHsp40-mediated yeast toxicity. AID 504582. S. cerevisiae expressing PfHsp40, growth rescue, ATP luminescence. growth rescue, % at 12.5 µM. actives 0.68% (n = 340,000); in the data active means growth rescue above about 28%, passing the limit was not always enough;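 further: yeast W303a lacking pdr1 and pdr3 grown in galactose medium; growth measured after three days at 30 °C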
FadD28 FP inh: M. tuberculosis FadD28 bisubstrate binding inhibition; FadD28 bisubstrate probe binding, fluorescence polarization; inhibition, % at 12.5 µM; actives 0.22% (n = 360,000); AID 588549; in the data active means inhibition above about 8.5%, passing the limit was not always enough
TcdB GH inh: TcdB glycohydrolase inhibition; inhibition, % at 9.99 µM; TcdB glycohydrolase enzymatic assay, plate reader; P18177; AID 652162; actives 0.24% (n = 350,000); in the data active means inhibition above about 10%
UGM FP inh: inhibitors of M. tuberculosis UDP-galactopyranose mutase | P9WIQ1 | purified UGM, fluorescence polarization probe displacement | inhibition, % at 10 µM | actives 0.06% (n = 320,000) | AID 504406; in the data active means inhibition above about 10%, passing the limit was not always enough
Target sequence (P9WIQ1 whole entry, looked up): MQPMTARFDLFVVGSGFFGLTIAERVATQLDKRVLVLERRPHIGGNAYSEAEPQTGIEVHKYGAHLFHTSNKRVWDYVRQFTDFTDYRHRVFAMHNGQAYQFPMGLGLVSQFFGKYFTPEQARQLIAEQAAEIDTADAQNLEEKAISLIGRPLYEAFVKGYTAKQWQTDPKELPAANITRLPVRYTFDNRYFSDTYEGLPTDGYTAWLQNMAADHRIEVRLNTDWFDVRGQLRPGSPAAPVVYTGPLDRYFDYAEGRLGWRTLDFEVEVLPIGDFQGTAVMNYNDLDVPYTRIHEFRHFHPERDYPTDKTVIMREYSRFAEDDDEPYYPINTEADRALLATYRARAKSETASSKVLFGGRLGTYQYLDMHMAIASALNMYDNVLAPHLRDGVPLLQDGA
FBA Mtb inh: Mtb fructose-bisphosphate aldolase inhibition; P9WQA3; inhibition, % at 1 µM; purified M. tuberculosis FBA, fluorescence read-out; actives 2.3% (n = 360,000); in the data active means inhibition above about 27%;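 further: 0% = vehicle and 100% = reference inhibitor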
Target sequence (P9WQA3 whole entry, looked up): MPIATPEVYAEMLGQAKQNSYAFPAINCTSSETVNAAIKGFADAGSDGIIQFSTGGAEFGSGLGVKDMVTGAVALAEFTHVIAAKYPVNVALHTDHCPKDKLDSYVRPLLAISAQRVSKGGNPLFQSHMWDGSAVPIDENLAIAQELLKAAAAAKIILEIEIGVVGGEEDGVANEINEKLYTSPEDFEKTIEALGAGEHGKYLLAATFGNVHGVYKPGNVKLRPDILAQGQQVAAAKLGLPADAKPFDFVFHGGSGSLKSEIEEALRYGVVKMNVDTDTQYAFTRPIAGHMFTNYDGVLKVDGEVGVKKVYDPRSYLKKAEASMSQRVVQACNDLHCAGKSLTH
GDH-TPI counter: inhibits GDH-TPI coupling enzymes, artifact for Mtb FBA screen; GDH-TPI coupled enzyme counterscreen, NADH absorbance; inhibition, % at 4.8 µM; actives 1.2% (n = 360,000); in the data active means inhibition above about 30%;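 further: 0% = DMSO wells and 100% = wells lacking the enzyme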
BH1578 lux ind: inducers of Vibrio cholerae quorum light production without autoinducers | AID 588436 | V. cholerae BH1578 lux reporter, luminescence, 6 h | activation, % at 18.7 µM | actives 0.16% (n = 350,000); in the data active means activation mostly above about 9.7%, no sharp cut-off; further: not every result past the cut was called active; inactives centre near 0; reference of the scale not given here
BioA inh: inhibitors of Mycobacterium tuberculosis BioA enzyme; inhibition, % at 9.99 µM; purified M. tuberculosis BioA enzyme, plate reader; actives 0.096% (n = 360,000); in the data active means inhibition above about 40%
Yp Topo-I inh: blocks Yersinia pestis topoisomerase I activity | actives 0.064% (n = 360,000) | Y. pestis Topo-I cleavage product accumulation, plate reader | AID 504884 | activity, % at 10 µM; in the data active means activity above about 50%, passing the limit was not always enough; further: inactives centre near 2
The depositor's hits bear a star; i = inactive; · = no result given; + = active, no number.

Order of results – TcdB GH inh	PfHsp40 yeast	BH1578 lux ind	UGM FP inh	FadD28 FP inh	BioA inh	FBA Mtb inh	GDH-TPI counter	Yp Topo-I inh
1) O=C(COC(=O)Cn1nc(-c2ccccc2)oc1=O)Nc1ccc(F)cc1
  -0.5	-0.1	i	-0.8	-0.8	0.1	1	-3	6
2) Cc1ccc(Nc2nc(CSc3nnc(-c4ccccc4C)n3C)cs2)cc1
  ·	-0.6	-0.5	0.3	-1.1	·	0	7	32
3) O=C1CC(N2CCSCC2)C(=O)N1c1ccc(Br)cc1 (configuration not stated)
  5.7	-1.0	-0.7	-1.0	-2.6	1.0	1	3	-4
4) CC[C@H](C)[C@H](NC(=O)c1ccc(Cl)cc1)C(=O)OCC(=O)c1ccc2c(c1)NC(=O)CO2
  ·	1.0	-0.5	1.8	-5.8	-0.8	0	-1	7
5) COc1ccc(N(CC(=O)NC2CCCC2)C(=O)Cn2nnc(-c3ccc(C)o3)n2)cc1
  -0.4	-0.3	-0.3	·	-0.1	0.7	-1	-3	13
6) N=C1c2ccccc2CN1NC(=O)COc1ccc(Cl)cc1
  -0.1	-0.4	-0.3	-6.3	0.8	·	9	0	2
7) COC(=O)c1cc(COC(=O)c2nc3nc(C)cc(C)n3n2)oc1C
  0.8	-1.1	i	2.4	-3.0	·	-5	-5	-10
8) O=C(COc1ccc(Cl)cc1Br)N1CCN(c2ccccc2)CC1
  ·	1.3	i	-2.6	-2.7	0.5	1	-8	-1
9) COc1cccc(C(=O)NCC2(c3ccccc3)CCCC2)c1OC
  -0.5	0.9	0.0	-0.9	-1.9	-0.9	-3	-2	12
10) COCCn1c(=O)[nH]c(=O)c2c1nc(-c1cc(Br)c3c(c1)OCO3)n2Cc1ccccc1
  1.5	0.2	-2.0	-0.3	-0.3	·	1	13	16
11) Cc1ccc(NS(=O)(=O)c2ccc(-c3cnc(C4CC4)o3)cc2)cc1
  -0.4	0.2	-0.4	5.4	-3.8	-2.8	0	8	9
12) COc1ccc(C=Nc2ccc3[nH]ncc3c2)c(O)c1
  1.9	-0.5	0.5	0.7	-2.2	·	23	-3	1
13) CCOc1ccc(C(=O)NCC(=O)OCC(=O)N2C(C)CCCC2C)cc1 (configuration not stated)
  ·	-1.5	-8.3	0.6	-1.4	-0.4	2	6	3
14) CCCCN(C(=O)COC(=O)CSc1cc(C)c2ccccc2n1)c1c(N)n(CCC)c(=O)[nH]c1=O
  1.6	0.3	i	4.8	-4.3	-0.5	-2	6	29
15) Cc1ccc(NP(=O)(Oc2ccccc2F)Oc2ccccc2F)cc1
  ·	19	-3.3	0.1	-4.6	-1.1	-6	-5	49
16) CCOc1ccccc1NC(=O)c1cccc(NC(=O)c2ccco2)c1
  ·	0.6	i	2.3	-4.0	-0.5	0	14	3
17) Cc1ccc2nc3c(cc(C(=O)NCCc4ccccc4)c(=N)n3CCN3CCOCC3)c(=O)n2c1
  ·	-0.9	-0.5	1.1	-16	0.1	188*	3	3
18) CCc1cccc(C)c1NC(=O)COC(=O)C(NS(=O)(=O)c1ccc(Cl)cc1)C(C)O (configuration not stated)
  0.0	0.3	-0.3	2.1	-3.5	·	-2	-4	-2
19) CCn1ccnc1CN1CCc2c([nH]c3ccccc23)C1C1CCCCC1 (configuration not stated)
  2.0	-1.5	-0.4	-0.4	-1.9	·	3	1	1
20) N=c1sccn1CC(=O)Nc1cccc(Oc2ccccc2)c1
  1.1	-0.1	-0.7	1.3	-16	0.2	2	-5	-17
21) O=C(NCC1CCCO1)C(=O)N/N=C\c1ccc2c(c1)OCO2 (configuration not stated)
  2.2	-0.1	-0.5	1.8	2.1	-1.8	1	34*	-6
22) CC(CCc1ccc(O)cc1)NCc1ccc(Br)cc1 (configuration not stated)
  0.7	-0.8	i	-2.4	-0.4	1.0	2	-7	-1
23) CCCNC(=O)C1(C)CCN(C(=O)COCc2ccccc2)C1 (configuration not stated)
  0.3	·	-4.5	·	-0.2	0.1	-1	6	6
24) Cc1ccc(CS(=O)(=O)CCC(=O)NCCC(C)C)cc1
  ·	-0.9	-0.5	-1.6	-0.7	1.1	0	-5	1
25) CCc1ccc(NC(=O)CSc2nccn(-c3ccc4c(c3)OCCO4)c2=O)cc1
  2.4	-0.3	i	·	0.9	-2.6	9	17	-9
26) CSc1ccc(/C=N\NC(=O)COc2ccc(Cl)cc2Br)cc1
  ·	-1.9	i	2.0	-2.5	-0.7	0	26	3
27) CN(CCc1nc2ccccc2[nH]1)Cc1nc(CC2CC2)no1
  0.6	-0.3	·	0.2	-2.6	·	1	2	-8
28) CC(C)Cc1cc(C(=O)N2CCCC(CO)(Cc3ccc(F)cc3)C2)no1 (configuration not stated)
  11*	0.5	-0.7	-1.5	-1.9	·	1	7	20
29) CC1=C(C(=O)OC2CCCCC2)C(c2cccs2)n2c(nc3ccccc32)N1 (configuration not stated)
  ·	0.6	-2.0	2.6	2.1	·	1	10	9
30) O=c1cc(-c2ccccc2)n(S(=O)(=O)c2ccccc2)o1
  ·	0.7	-0.8	-1.7	-0.4	-0.6	7	10	-10

The listing continues.
Order of results – TcdB GH inh	PfHsp40 yeast	BH1578 lux ind	UGM FP inh	FadD28 FP inh	BioA inh	FBA Mtb inh	GDH-TPI counter	Yp Topo-I inh
31) CC(=O)c1ccc(NC(=O)C2CCCO2)cc1 (configuration not stated)
  0.7	-0.4	-0.6	1.4	-2.7	2.9	0	1	5
32) Cc1ccc2oc(C(=O)NC3CCS(=O)(=O)C3)c(C)c2c1 (configuration not stated)
  0.5	-1.0	i	·	-1.6	-1.0	9	-4	11
33) Cc1ccc(O)c(C(=O)c2cc(C#N)c3nc4ccccc4n3c2)c1
  -2.2	2.1	0.1	1.7	-1.0	·	2	5	1
34) Cc1cccc(OCCn2c(=S)[nH]c3ccccc32)c1
  ·	2.3	·	0.5	-6.9	1.9	-1	-1	27
35) CC(C(=O)OCC(=O)c1ccccc1)N1C(=O)C2C3CCC(C3)C2C1=O (configuration not stated)
  4.6	-0.1	-0.2	-0.6	-3.6	·	-1	-6	-1
36) O=C(Nc1ccccc1Cl)c1cc(C2CCCCN2C(=O)c2ccccc2)on1 (configuration not stated)
  0.1	·	-0.3	·	-0.5	0.3	4	11	21
37) O=C1CC(=O)N(c2cccc(F)c2)C(=O)N1
  -2.0	-0.3	-0.5	0.5	-1.6	-1.2	0	2	3
38) C/C(=N\Nc1nc(C(C)(C)C)cs1)c1ccccc1
  1.4	-0.5	-0.3	-1.6	0.5	-0.8	3	6	24
39) C=CCN1C(=O)S/C(=C\c2ccc3c(c2)n(C)c(=O)n3C)C1=O
  1.3	0.0	-0.7	-5.4	-4.0	8.9	0	9	-3
40) CC(C)C(=O)NNC(=O)C1CC1(c1ccccc1)c1ccccc1 (configuration not stated)
  -0.7	-2.4	i	1.2	·	-0.5	-3	14	-5
41) CCc1nc(-c2ccccc2)c2ccccn12
  -1.1	-1.3	1.7	1.2	0.0	-2.2	1	4	3
42) COc1ccc(CCNC(=O)C2CCN(S(=O)(=O)c3c(C)noc3C)CC2)cc1OC
  ·	-0.4	i	-0.8	-3.0	-2.6	1	8	-8
43) O=C(Nc1ccccc1C(=O)NCCN1CCOCC1)c1ccco1
  ·	0.7	1.0	-0.1	0.7	-0.2	-1	4	6
44) Cc1ccc(NC(=O)C(=O)NCC2CCN(C(=O)c3cccc([N+](=O)[O-])c3)CC2)cc1
  0.5	1.5	-1.4	-1.6	-4.5	·	-8	-1	-11
45) CC(C(=O)Nc1nnc(C2CC2)s1)N1C(=O)C2CC=CCC2C1=O (configuration not stated)
  -0.1	-1.4	-1.3	2.6	-1.5	-0.5	1	-5	-6
46) Cc1ccc(C(=O)Oc2ccc(-c3nnco3)cc2)o1
  1.9	-0.3	i	-0.2	1.5	-1.1	-3	-12	8
47) CC[C@]12c3[nH]c4ccccc4c3CCN1C(=O)C(CC(=O)NCC13CC4CC(CC(C4)C1)C3)C[C@@H]2C(=O)N1CCN(C(=O)c2ccco2)CC1 (some centres not stated)
  0.7	4.3	-0.2	0.2	-1.3	-1.6	-1	0	10
48) CN(C)S(=O)(=O)N1CCC(Oc2cccc(C(=O)NCCC3=CCCCC3)c2)CC1
  0.6	3.5	2.9	-4.7	-2.7	0.3	-1	-4	46
49) O=C1C=C(NCc2ccc(Cl)cc2)CCC1
  ·	0.9	i	1.2	-2.3	·	-1	3	1
50) COC(=O)C1=C(c2ccc(OC(F)(F)F)cc2)C[C@@H]2CC[C@H]1N2C(=O)NC(C)C
  1.4	0.3	-11	1.1	-4.4	0.2	-2	0	4
51) CCCCn1nc(C(=O)Oc2ccc3c(C)cc(=O)oc3c2)c2ccccc2c1=O
  1.4	0.0	i	·	1.5	·	+	4	1
52) O=C(CC(=O)c1ccccc1)Nc1cc(C(F)(F)F)ccc1Cl
  0.8	0.0	i	1.5	-0.5	-0.6	0	19	-10
53) Fc1ccc(Nc2nc(NCc3ccccc3)nc3ccsc23)cc1
  0.3	·	-0.1	·	-1.8	17	3	13	-22
54) CCC(=O)NC(c1ccco1)c1cc(Cl)c2cccnc2c1O (configuration not stated)
  -0.6	277*	-0.3	1.4	-1.5	·	-3	-4	2
55) N#Cc1ccccc1NC(=O)CN1CCN(c2ccccn2)CC1
  0.1	-1.3	-5.6	-2.6	0.0	2.7	-1	2	-2
56) CC(=O)C1C(c2ccc(Cl)cc2)NC(=O)NC1(O)C(F)(F)F (configuration not stated)
  0.1	-1.0	-0.3	1.3	-1.5	-0.7	8	-1	6
57) CCC(C)N(C(=O)c1csnn1)C(C(=O)NCc1ccc(F)cc1)c1ccccc1 (configuration not stated)
  -1.7	-1.1	-0.3	-0.2	1.2	7.2	5	7	-11
58) CCC1CN(C(=O)NCc2ccccc2)c2cc(C)ccc2O1 (configuration not stated)
  1.6	3.3	i	4.0	-3.0	-2.5	1	-2	15
59) O=C(c1cc(S(=O)(=O)N2CCCCC2)ccc1N1CCOCC1)N1CCN(Cc2ccccc2)CC1
  2.3	-0.5	1.9	0.0	-0.9	·	1	3	38
60) CCCNC(=O)NC(=O)CSc1nnc(-c2ccncc2)n1CC
  1.0	1.7	-0.2	-0.1	-1.9	-0.2	1	10	6

Profiles from above:
Entry for CN(C)S(=O)(=O)N1CCC(Oc2cccc(C(=O)NCCC3=CCCCC3)c2)CC1 → TcdB GH inh: 0.6; PfHsp40 yeast: 3.5; BH1578 lux ind: 2.9; UGM FP inh: -4.7; FadD28 FP inh: -2.7; BioA inh: 0.3; FBA Mtb inh: -1; GDH-TPI counter: -4; Yp Topo-I inh: 46
Entry for O=C(Nc1ccccc1C(=O)NCCN1CCOCC1)c1ccco1 → TcdB GH inh: ·; PfHsp40 yeast: 0.7; BH1578 lux ind: 1.0; UGM FP inh: -0.1; FadD28 FP inh: 0.7; BioA inh: -0.2; FBA Mtb inh: -1; GDH-TPI counter: 4; Yp Topo-I inh: 6
Entry for Cc1ccc2nc3c(cc(C(=O)NCCc4ccccc4)c(=N)n3CCN3CCOCC3)c(=O)n2c1 → TcdB GH inh: ·; PfHsp40 yeast: -0.9; BH1578 lux ind: -0.5; UGM FP inh: 1.1; FadD28 FP inh: -16; BioA inh: 0.1; FBA Mtb inh: 188*; GDH-TPI counter: 3; Yp Topo-I inh: 3

(next part)
Order of results – TcdB GH inh	PfHsp40 yeast	BH1578 lux ind	UGM FP inh	FadD28 FP inh	BioA inh	FBA Mtb inh	GDH-TPI counter	Yp Topo-I inh
61) O=C(CCC1=NS(=O)(=O)c2ccccc2N1)NC1CCCCCCC1
  ·	-0.8	-0.7	-1.1	-2.4	0.7	-3	11	-1
62) COc1ccc(C(=O)COC(=O)[C@H](C)Nc2ccc(C(F)(F)F)cc2[N+](=O)[O-])cc1
  ·	-0.2	0.5	-1.9	-2.1	-0.8	1	-14	-11
63) CCOC(=O)N1CCN(CC(=O)Nc2ccc(C)cc2)CC1
  1.0	-0.7	-0.4	0.6	-2.6	-0.2	-1	-2	3
64) Cc1ccc(C(=O)NCC(=O)OCN2C(=O)c3ccccc3C2=O)cc1C
  1.6	0.4	i	-0.5	0.1	·	2	1	21
65) O=C(CNc1ccc2c(c1)OCO2)N/N=C\c1ccccc1Cl
  -1.0	1.5	-0.6	1.7	-1.9	-1.5	-3	5	10
66) CCCCCCOc1cccc(N)c1
  ·	0.0	i	2.0	0.2	-0.5	1	4	-2
67) c1ccc(CCCCc2ccccn2)cc1
  0.4	0.5	6.8	·	-3.5	1.0	2	0	0
68) CCOc1c(Cl)cc(CNCC(O)c2ccccc2)cc1OC (configuration not stated)
  0.8	-0.4	-0.2	-1.5	-2.4	·	-1	6	-2
69) O=C(Nc1nnc(-c2ccc(Cl)cc2)o1)Nc1ccccc1F
  0.8	0.6	-0.4	-2.2	-0.7	-0.5	8	0	2
